GlmU inhibition = inhibition of mycobacterial GlmU enzyme – biochemical, glucosamine-1-phosphate acetyltransferase (AID 1376) | M. tuberculosis GlmU acetyltransferase enzyme assay; higher % means a stronger effect | one-dose inhibition, %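 (tested at 30 µM in the primary screen)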; IC50 in µM for titrated hits | hit rate 0.25% among 220,000; in the data active means inhibition above about 13%;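 further: 0% = complete reaction with vehicle and 100% = reaction without substrate; strong numbers were not always called active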
Mtb RmlCD inh = M. tuberculosis RmlC/RmlD inhibition; P9WH09+P9WH11; RmlC+RmlD coupled enzyme assay, percent inhibition; primary screen in compound mixtures; inhibition, % at 3.6 µM; hit rate 0.03% among 160,000; in the data active means inhibition mostly above about 34%, no sharp cut-off; further: some results filed as inactive read as strong as hits
Target sequence (P9WH09 whole entry, looked up): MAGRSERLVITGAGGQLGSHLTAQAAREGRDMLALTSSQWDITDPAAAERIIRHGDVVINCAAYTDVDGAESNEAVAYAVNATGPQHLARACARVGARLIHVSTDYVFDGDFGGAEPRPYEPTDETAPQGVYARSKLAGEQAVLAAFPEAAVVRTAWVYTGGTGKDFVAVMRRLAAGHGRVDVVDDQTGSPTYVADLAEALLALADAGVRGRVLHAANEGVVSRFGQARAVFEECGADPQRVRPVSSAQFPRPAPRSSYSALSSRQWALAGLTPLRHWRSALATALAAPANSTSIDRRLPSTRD
Target sequence (P9WH11 whole entry, looked up): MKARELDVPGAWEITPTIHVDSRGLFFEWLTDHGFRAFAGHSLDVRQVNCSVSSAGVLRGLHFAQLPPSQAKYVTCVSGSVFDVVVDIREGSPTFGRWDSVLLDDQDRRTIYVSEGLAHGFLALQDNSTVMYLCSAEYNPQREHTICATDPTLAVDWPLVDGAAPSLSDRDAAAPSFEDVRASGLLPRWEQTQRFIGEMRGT
The depositor's hits bear a star; nt = not tested or not shown. This is a subset; the hit share may differ from the screen's.

Every second line gives: GlmU inhibition	Mtb RmlCD inh
- COc1cccc2c1OC1(CCN(C(C)C)CC1)N1N=C(c3cccnc3)CC21 (stereo unspecified)
  3.5%	nt
- CC(C)C/C(=N/O)c1c[nH]c2ccccc12
  -2.9%	nt
- CC1CCC(C(=O)NNC(=O)c2cc(-c3ccco3)[nH]n2)CC1 (stereo unspecified)
  5.2%	6
- CCCCN(C)C(=O)c1c[nH]c2ccc(S(=O)(=O)N3CCOCC3)cc2c1=O
  -1.8%	29
- Cc1ccc(Oc2nc3ccccn3c(=O)c2/C=C(\C#N)C(=O)NC2CCS(=O)(=O)C2)cc1 (stereo unspecified)
  -7.3%	nt
- CN(C)S(=O)(=O)N(CC(=O)NCCSCc1ccccc1)c1ccccc1
  2.6%	1
- CCOC(=O)NC(=O)/C(C#N)=C\Nc1ccc(Cl)cc1Cl
  -2.0%	-10
- CC(C)(O)/C=C1/Oc2ccccc2C1N1CCCCC1 (stereo unspecified)
  1.1%	23
- COCCCn1c(SCC(=O)O)nc2cc(OC)c(OC)cc2c1=N
  3.4%	4
- CCc1ccccc1NC(=O)c1cccc(NC(=O)/C=C/c2ccco2)c1
  -2.9%	10
- CC(=O)Nc1ccc(-c2cc(-c3ccccc3)nc(-c3ccccc3)n2)cc1
  -2.1%	nt
- O=C(COc1ccc(Cl)cc1[N+](=O)[O-])N1CCCCC1
  4.5%	13
- Cc1ccc(-n2ncc3c(=O)n(CC(=O)N4CCCCCC4)cnc32)cc1
  -3.7%	-4
- N=c1c(C(=O)NCc2ccccc2)cc2c(=O)n3ccccc3nc2n1Cc1ccco1
  -0.1%	-6
- NNC(=O)CC(=O)NC1(Cc2ccc(O)cc2)CCCCC1
  -0.3%	-6
- Cc1cc(NS(=O)(=O)c2ccc(Nc3nc(-c4sc(C)nc4C)cs3)cc2)no1
  3.5%	-2
- CN(C(=O)CCc1nnc(CCCCc2ccccc2)o1)C1CC(C)(C)NC(C)(C)C1
  -3.1%	4
- Cc1ccc(N2NC(=O)/C(=C\c3cc4c(cc3[N+](=O)[O-])OCO4)C2=O)cc1C
  3.0%	-3
- CCOC(=O)Cc1nnc(NC(=O)c2ncn[nH]2)s1
  1.5%	-1
- O=C(CNC(=O)/C=C/c1ccccc1)N=Nc1c(O)n(Cc2ccccc2)c2ccccc12
  -4.2%	26
- Cc1ccc(Cl)c(OCC(=O)Nc2ccc3c(c2)OCCO3)c1
  -13%	11
- Cc1c(C)[n+](=O)c2c(n1[O-])CCCCC2
  3.2%	7
- COC(=O)C1=NN(c2ccccc2OC)C2C(=O)N(c3ccccc3OC)C(=O)C12 (stereo unspecified)
  -1.4%	nt
- Cc1nc2scc(-c3cccs3)c2c(=O)o1
  2.0%	nt
- O=C(CC(C(=O)O)C1CCCO1)NCCc1ccc2c(c1)OCO2 (stereo unspecified)
  -1.5%	11
- CCCOC(=O)/C(C)=N\NC(=O)c1ccco1
  8.4%	3
- CCOc1ccc(C(=O)NCC(=O)OC(C)C(=O)NCc2ccco2)cc1OCC (stereo unspecified)
  5.2%	7
- CCOCCCn1c(=NC(=O)c2ccco2)c(C(=O)OCC)cc2c(=O)n3cccc(C)c3nc21
  -5.0%	-3
- COc1ccc(C2=NCN(c3ccc(C)cc3)C(=S)N2)cc1
  3.9%	nt
- COc1ccc(CNC(=O)NC2CCCCC2)cc1
  5.7%	3
- CCc1ccc(C(=O)COC(=O)c2cccs2)cc1
  nt	9
- CCCCN(C)C(=O)CCCc1c[nH]c2ccccc12
  1.2%	nt
- COc1ccccc1N1CCN(C(=O)C2CCCO2)CC1 (stereo unspecified)
  3.6%	-5
- CC(=O)NC(Cc1cccc(F)c1)C(=O)NC1CCN(c2ncccc2[N+](=O)[O-])CC1 (stereo unspecified)
  1.8%	1
- O=C(CCCNS(=O)(=O)c1ccccc1)NCc1ccco1
  2.5%	7
- COc1cc2c(cc1OC)CN(C(=O)c1ccc(S(=O)(=O)N3CCCCCC3)cc1)CC2
  -2.5%	-3
- COc1ccccc1-c1c(NC(=O)c2ccco2)n(C)c2ccccc2c1=O
  1.4%	6
- Cc1nnsc1NC(=O)OCCCl
  1.2%	7
- CC(=O)c1cccc(NC(=O)CSc2ccc(-c3ccc4c(c3)OCO4)nn2)c1
  5.5%	7
- Cc1ccc(/C=C2\OC(=O)c3ccccc32)cc1
  -0.8%	-7

Another view of three compounds above.
CCc1ccc(C(=O)COC(=O)c2cccs2)cc1
  GlmU inhibition: nt
  Mtb RmlCD inh: 9
CCCCN(C)C(=O)CCCc1c[nH]c2ccccc12
  GlmU inhibition: 1.2%
  Mtb RmlCD inh: nt
COc1ccccc1N1CCN(C(=O)C2CCCO2)CC1 (stereo unspecified)
  GlmU inhibition: 3.6%
  Mtb RmlCD inh: -5

Next results
Every second line gives: GlmU inhibition	Mtb RmlCD inh
- CC(C)[C@H](CN(N=O)[C@@H](Cc1ccccc1)CN(C)N=O)N(CCc1ccccc1)N=O
  1.9%	nt
- Cc1cc(OCCn2cnc3ccccc3c2=O)cc(C(C)C)c1
  -4.1%	-9
- COC(=O)c1sc2nc(CSc3ccc(Br)cc3)[nH]c(=O)c2c1C
  -1.2%	7
- Cc1ccnc2nc(C(=O)OCCOc3cccc(Br)c3)nn12
  0.5%	nt
- O=C(Cn1c2ccccc2c(=O)c2cc([N+](=O)[O-])ccc21)Nc1ccccc1Cl
  -8.9%	5
- COc1cc(CN2CCC(C(=O)N3CCC(C)CC3)CC2)cc(Br)c1O
  1.7%	nt
- COc1cc(C(=S)N2CCOCC2)cc(OC)c1OC(=O)c1cc([N+](=O)[O-])cc([N+](=O)[O-])c1
  1.2%	4
- COc1ccc2c(CC(=O)Nc3ccccc3OC)coc2c1
  4.4%	-35
- C=CCN(CC=C)C(=S)NC(=O)c1ccc([N+](=O)[O-])cc1
  -5.0%	12
- Cc1cc(C(=O)CN2C(=O)NC3(CCC(C)CC3)C2=O)c(C)n1C (stereo unspecified)
  0.9%	nt
- CCOC(=O)CSC1=C(C#N)C(c2ccc(C)s2)CC(=O)N1 (stereo unspecified)
  -1.2%	5
- CCNC(=O)NC(=O)C(C)Sc1nc2cc(C(=O)OC)ccc2c(=O)n1-c1ccccc1 (stereo unspecified)
  -2.4%	nt
- CC(=O)NC(CC(=O)NCC(c1ccco1)N(C)C)c1ccccc1 (stereo unspecified)
  -1.2%	nt
- CCCC(=O)Nc1c(-c2cccs2)c(=O)c2ccccc2n1C
  1.6%	-8
- O=C(c1ccc2c(c1)OCO2)N(CC1CCCO1)C1(C(=O)NC2CCCC2)CCCCC1 (stereo unspecified)
  -4.8%	nt
- CCn1c(SCC(=O)NC(=O)NCc2ccco2)nc2sc(C)c(C)c2c1=O
  nt	3
- COc1ccc(-c2cc(=O)c(C(=O)c3ccc(C)cc3)n[nH]2)cc1
  1.0%	-12
- Cc1cccc2cc(COC(=O)COc3ccccc3)c(=O)[nH]c12
  -5.4%	9
- Cc1cc(C)cc(NC(=O)COc2ccc(C(=S)N3CCOCC3)cc2)c1
  0.8%	5
- CCOC(=O)C(CCCOc1ccccc1)C(=O)OCC
  -2.0%	-35
- COC(=O)c1ccc(NC(=O)CCNS(=O)(=O)c2cccc3nonc23)cc1
  1.6%	nt
- O=C(N/N=C/C=C/c1ccco1)/C(=C/c1ccccc1)NC(=O)c1ccccc1
  3.9%	nt
- COc1ccc2c(c1OC)C(=O)OC2
  0.4%	-12
- O=C(NCCc1ccccn1)c1ccc(OC(F)F)cc1
  1.1%	53
- O=C(COC(=O)/C=C/c1ccc(OC(F)F)cc1)NCc1cccs1
  -0.6%	-6
- CC1CN(C(=O)Nc2cccc(Cl)c2)C2(CCCCCC2)O1 (stereo unspecified)
  -4.7%	4
- S=C(Sc1ccc(Cl)cc1)Sc1ccc(Cl)cc1
  -1.5%	-1
- CC(O)CCC(=O)NNC1=CC(=O)CC(C)(C)C1 (stereo unspecified)
  1.9%	-6
- Cc1ccc(S(=O)(=O)C(C#N)c2nc3ccccc3nc2N2CCN(C)CC2)cc1C (stereo unspecified)
  -0.2%	8
- COc1ccc(N2C(=O)CC(NCc3ccc(F)cc3)C2=O)cc1 (stereo unspecified)
  -2.0%	nt
- CCOC(=O)c1cnn2c1[nH]c(=O)c1ccccc12
  1.9%	10
- CCOc1ccccc1C(=O)Nc1ccc(S(=O)(=O)N2CCOCC2)cc1
  -0.9%	-6
- Cn1c(O)c(/C=N/NC(=O)c2ccncc2)c(=O)n(C)c1=S
  2.2%	nt
- COc1ccc(-c2c(NC(C)=O)n(C)c3ccccc3c2=O)cc1
  4.0%	15
- CCCCCn1c(=O)[nH]c2cc(C(=O)NCCCN(CC)CC)ccc2c1=O
  1.7%	-15
- O=C(COC(=O)CCN1C(=O)c2ccccc2C1=O)Nc1ccc(S(=O)(=O)N2CCCC2)cc1
  -1.6%	nt
- COc1cc2c(c(OC)c1OC)-c1c(cc(OC)c(OC)c1OC)C[C@](C)(O)[C@@H](C)C2
  0.1%	nt
- O=C(CNC(=O)c1ccco1)NCC(=O)OCc1cccc(Cl)c1
  -4.2%	19
- CCOC(=O)N1CCN(C(=O)CSc2nnc(-c3ccc(C)c(C)c3)o2)CC1
  0.5%	6
- COc1cccc(Sc2ccccc2/C=N/NC(N)=O)c1
  -3.2%	-2
- CC(=O)N1CCc2ccc(S(=O)(=O)N3CCc4ccccc43)cc21
  1.8%	-6
- Cc1cc(=O)[nH]c(N/N=C/c2ccc([N+](=O)[O-])cc2)n1
  -0.7%	8
- COc1cccc(/C=C(/C(=O)OCC(=O)NC2CCCC(C)C2C)c2ccccc2)c1 (stereo unspecified)
  -2.6%	4
- O=C(NCCCN1CCOCC1)c1onc(CSc2ccccc2)c1C(=O)NCCCN1CCOCC1
  -0.5%	nt
- OCCN(Cc1nc(-c2ccc3c(c2)OCO3)no1)Cc1cccs1
  2.9%	2
- CCOc1ccc(NC(=O)c2ccc(NC(=O)c3ccc(CN4CCOCC4)cc3)cc2)cc1
  -0.5%	13
- CCC(=O)NC(=S)Nc1ccc(N2CCOCC2)cc1
  -5.2%	-7
- CN(C(=O)CSc1nnc(-c2ccncc2)n1C)C1CCS(=O)(=O)C1 (stereo unspecified)
  -0.9%	nt
- O=C(O)CCn1c(SCc2cccc3ccccc23)nc2ccccc21
  9.1%	-17
- NS(=O)(=O)c1ccc(NC(=O)CSc2ccc3ccccc3n2)cc1
  1.7%	nt
- CCCCCCc1c(O)nc(SCCN(C)C)[nH]c1=O
  0.1%	-14
- COc1cc(/C=N/NC(=O)c2ccc(CSc3nc4ccccc4[nH]3)cc2)cc(OC)c1OC
  1.0%	nt
- CCOc1ccc(C(=S)NC2CCCCC2)cc1
  2.5%	15
- Nc1nnc(-c2ccc(Cl)c([N+](=O)[O-])c2)s1
  -4.3%	-2
- CC(NCC(O)COCc1ccc(Cl)cc1)c1ccccc1 (stereo unspecified)
  -4.3%	6
- Cn1cc(/C=C2\SC(=O)N(c3ccccc3)C2=O)c2ccccc21
  -1.8%	15
- CCn1c(=O)cc(O)c2ccccc21
  -2.1%	12
- O=C(COc1ccccc1Cl)NCc1ccco1
  -7.3%	7
- COc1ccc(NC(=O)C2CC(=O)OC2c2ccccc2)cc1 (stereo unspecified)
  -9.5%	11
- COc1ccccc1NC(=O)Cc1csc(NC(=O)c2ccccc2)n1
  -0.7%	nt

The final three compounds of the part before open the next one:
Every second line gives: GlmU inhibition	Mtb RmlCD inh
- O=C(COc1ccccc1Cl)NCc1ccco1
  -7.3%	7
- COc1ccc(NC(=O)C2CC(=O)OC2c2ccccc2)cc1 (stereo unspecified)
  -9.5%	11
- COc1ccccc1NC(=O)Cc1csc(NC(=O)c2ccccc2)n1
  -0.7%	nt
- N#CCC(=N)N1CCN(c2ccccc2Cl)CC1
  -2.3%	-6
- CCC(c1nnnn1Cc1ccc2c(c1)OCO2)N1CCN(CC)CC1 (stereo unspecified)
  -0.9%	-12
- COc1ccc(N2CC(C(=O)N/N=C/c3cc([N+](=O)[O-])ccc3O)CC2=O)cc1 (stereo unspecified)
  -1.5%	4
- Cc1ccc(-c2nc3ncccn3c2Nc2ccc3c(c2)OCO3)o1
  1.7%	nt
- CCc1ccc(NC(=O)CN2C(=O)CSC2=O)cc1
  -3.5%	nt
- CC(C)(C)OC(=O)C(C)(C)Sc1nnc(N)s1
  -5.0%	-2
- Nc1ccc(Nc2ccncc2[N+](=O)[O-])cc1
  4.7%	nt
- COc1ccc(CC(CC(=O)O)C(=O)Nc2ccc(OC)cc2)cc1 (stereo unspecified)
  -1.1%	3
- Nc1nc(-c2ccc(F)cc2)cc(C(F)(F)F)n1
  4.2%	-5
- N#Cc1ccc(N2Cc3ccccc3/C2=N/C(=O)Nc2ccc(Cl)cc2)cc1
  -3.5%	-3
- Clc1ccccc1C1SCC2Nc3ccccc3CN21 (stereo unspecified)
  -0.5%	3
- O=C(CCCOc1ccc(Cl)cc1Cl)NCc1ccncc1
  2.1%	nt
- Cc1ccc(NC(=O)c2ccccn2)cc1S(=O)(=O)N1CCOCC1
  8.0%	-11
- COc1ccc(C(=O)Nc2ccc(S(=O)(=O)N3CCCC3)cc2)cc1
  -5.1%	11
- COc1ccc(OCc2nc3c4c(ncn3n2)-c2ccccc2CC42CCCC2)cc1
  0.2%	-11
- Cc1ccc(NC(=O)C2CCCNC2=O)nc1 (stereo unspecified)
  2.6%	-1
- c1ccc(-c2ccc(-c3nc(-c4ccccn4)no3)cc2)cc1
  1.0%	nt
- CCn1ccc2cc(OC)ccc2c1=S
  -1.3%	50
- O=C(NCCCO)NC12CC3CC(CC(C3)C1)C2
  -2.1%	5
